Assay outcomes as filed in PubChem.
HEK293 tox: kills HEK 293 cells | HEK 293 viability, ATP luminescence (CellTiter-Glo), 48-72 h | Potency, µM (highest dose often 115 µM), for the others: at the top dose activity change, negative = cytotoxicity, hits mostly inhibitors | 94,000 tested, 6.6% active | AID 1345083; note: potency is the fitted concentration of half-maximal effect; nearly all actives have a fitted effect of over 60% in size
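Pintool-delivered compounds were incubated with HEK 293 cells (250 cells/well) at 37 degree Celsius for 48 or 72 hr. ATP-dependent luminescence (CellTiter-Glo) then reported remaining viable cells.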
FLuc inh: Photinus pyralis luciferase inhibition | 76,000 tested, 2.5% active | Potency, µM (highest dose often 115 µM), without a hit: at the highest dose activity change, negative = inhibition, actives largely listed as inhibitors | purified P. pyralis luciferase, luminescence, biochemical | P08659; note: potency is the fitted concentration of half-maximal effect; nearly all actives have a fitted effect of over 65% in size
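Inhibitors were tested against purified firefly luciferase in a biochemical, low-substrate format (both substrates at 10uM) and luminescence measured with a CCD imager.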
HEK293 viab: cell viability loss counter-screen | 150,000 tested, 0.12% active | Potency, µM (doses to about 57.1 µM), without a hit: top-dose activity change, negative = cytotoxicity, most hits filed as cytotoxic | HEK-293-SNCA-luc viability, GF-AFC fluorescence, 24 h;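 note: potency is the fitted concentration of half-maximal effect; 0% = DMSO-treated cells and -100% = medium-only wells without cells; nearly all actives have a fitted effect of over 30% in size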
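HEK-293-SNCA-luc cells (1500/well) plated 24 h, then exposed 24 h to a dilution series; GF-AFC added 30 min at 37C, fluorescence 405/540 nm; normalised to medium-only and DMSO wells, Hill fit.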
GPT2 inhibitor: GPT2 alanine aminotransferase inhibition | AID 1671188 | Potency, µM (doses to about 57.7 µM), for the others: at the top dose activity change, negative = inhibition, actives largely listed as inhibitors | 100,000 tested, 0.25% active | Recombinant GPT2, coupled pyruvate oxidase/HRP Amplex Red fluorescence | Q8TD30; note: potency is the fitted concentration of half-maximal effect; nearly all actives have a fitted effect of over 60% in size; many of its hits are not listed in these tables
Target sequence (Q8TD30 whole entry, looked up): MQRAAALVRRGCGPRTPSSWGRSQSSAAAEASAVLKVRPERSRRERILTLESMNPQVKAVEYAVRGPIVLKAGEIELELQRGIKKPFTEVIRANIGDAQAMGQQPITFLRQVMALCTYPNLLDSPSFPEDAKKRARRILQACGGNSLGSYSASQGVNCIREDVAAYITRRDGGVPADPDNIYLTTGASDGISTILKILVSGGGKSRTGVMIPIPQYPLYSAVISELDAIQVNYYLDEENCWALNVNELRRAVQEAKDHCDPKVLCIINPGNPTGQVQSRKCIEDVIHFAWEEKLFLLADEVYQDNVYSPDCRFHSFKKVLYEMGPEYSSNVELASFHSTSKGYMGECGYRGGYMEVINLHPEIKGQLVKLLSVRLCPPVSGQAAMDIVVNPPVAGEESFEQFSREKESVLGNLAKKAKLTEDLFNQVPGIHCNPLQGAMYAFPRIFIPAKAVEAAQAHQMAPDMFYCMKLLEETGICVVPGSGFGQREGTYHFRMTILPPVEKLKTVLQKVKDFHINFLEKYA
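Inhibition is scored from Amplex Red fluorescence generated when pyruvate oxidase and HRP act on pyruvate released by GPT2. Reactions contain 10ng/uL enzyme, 250uM a-KG and 2mM L-alanine and run 30 min at room temperature.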
NIH3T3 tox: NIH 3T3 cell cytotoxicity; NIH 3T3 viability, CellTiter-Glo ATP luminescence, 48-72 h; 94,000 tested, 4.3% active; Potency, µM (highest dose often 96.7 µM), inactives show top-dose activity change, negative = cytotoxicity, hits mostly inhibitors; note: potency is the fitted concentration of half-maximal effect; nearly all actives have a fitted effect of over 55% in size
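Cytotoxicity is measured as loss of cellular ATP: NIH 3T3 cells (400/well) are exposed to compound for 48 or 72 hr at 37 °C, then CellTiter-Glo luminescence is imaged after 10 min at room temperature.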
SNCA expr inh: reduces expression of the alpha-synuclein gene | HEK-293 SNCA-luciferase knock-in, luminescence, 24 h | Potency, µM (top dose mostly 57.2 µM), inactives show top-dose activity change, negative = inhibition, actives largely listed as inhibitors | 140,000 tested, 0.17% active;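 note: potency is the fitted concentration of half-maximal effect; plate controls were DMSO cells for no effect and cell-free wells for full effect; nearly all actives have a fitted effect of over 45% in size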
IP6K1 inhibitor: blocks human inositol hexakisphosphate kinase 1; Q92551; IP6K1 kinase, ADP-Glo luminescence, 2 h; hits give low values; activity change, % (series mostly up to about 58 µM); 140,000 tested, 0.81% active; AID 1645851; in the data active = activity change below about -25%
Target sequence (Q92551 whole entry, looked up): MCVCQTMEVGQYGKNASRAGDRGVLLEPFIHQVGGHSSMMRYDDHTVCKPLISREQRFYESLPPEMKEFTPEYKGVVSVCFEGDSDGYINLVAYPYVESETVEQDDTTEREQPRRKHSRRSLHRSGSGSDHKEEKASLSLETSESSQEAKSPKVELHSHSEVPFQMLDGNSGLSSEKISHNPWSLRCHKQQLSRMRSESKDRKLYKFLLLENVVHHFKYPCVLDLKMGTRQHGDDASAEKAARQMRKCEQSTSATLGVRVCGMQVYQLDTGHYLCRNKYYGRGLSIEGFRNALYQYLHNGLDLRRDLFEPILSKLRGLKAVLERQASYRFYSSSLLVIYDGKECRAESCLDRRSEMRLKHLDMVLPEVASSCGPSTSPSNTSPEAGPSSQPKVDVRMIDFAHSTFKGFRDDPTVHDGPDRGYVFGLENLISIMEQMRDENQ
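ADP-Glo luminescence measures ADP made by human IP6K1 during a 2 h RT reaction with ATP/IP6 (mix at 1.3 mM/130 uM); top library doses 57.5 and 19.1 uM final.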
An asterisk follows results filed as active; i = inactive; ? = inconclusive; / = no result given; [ ] = another dose, or the depositor's remark. Unless noted, calls come from the whole dose curve; as a rule, active = well fitted curve in the direction sought with a large enough effect; inconclusive = small, poorly fitted or top-dose-only effect, or another doubt; inactive = no such curve, though single readings can be large; an effect the other way counts as inactive or inconclusive. Unless noted, % is set by controls: 0 for no effect and ±100 for the full control effect.

SMILES | HEK293 tox | FLuc inh | HEK293 viab | GPT2 inhibitor | NIH3T3 tox | SNCA expr inh | IP6K1 inhibitor
Nc1ccc(S(=O)(=O)NC(=O)c2ccccc2)cc1 | / | / | 12.0%[23.9 µM] | i | / | 9.4%[25.6 µM] | 11.9
Cc1ccc(S(=O)(=O)N2CCC(Oc3ncccc3C(=O)N(C)C)C2)cc1Cl (stereo not given) | -16.9% | 9.6% | -4.4% | 4.3% | ? | -10.1% | -0.5
COC(=O)C1=CN(CC(=O)Nc2ccc(F)cc2F)S(=O)(=O)N=C1C | 4.5% | 1.1% | 4.3% | i | i | -3.9% | -1.3
Cc1ccc(C(=O)N2C[C@@H](CO)[C@H](c3ccccn3)C2)cc1F | -4.7% | -0.6% | -4.2% | -1.0% | -13.2% | 1.5% | 4.0
O=C(O)C1(Oc2ccccc2)CCN(c2cc(NCCO)ncn2)CC1 | -5.7% | -4.3% | 0.1% | i | -4.8% | 7.3% | 0.6
CC(C)Oc1ccc(CNC(=O)CCC2CCN(C(=O)c3ccccc3)CC2)cc1 | ? | -8.5% | 7.5% | ? | ? | -4.1% | 21.7
O=C(Cc1ccccn1)N1CCC(N2CCCNC2=O)CC1 | ? | 0.9%[172 µM] | 7.4%[87.6 µM] | i | -21.1%[138 µM] | 1.1%[87.6 µM] | 19.1
O=C(NC1CCCCC1)N1C[C@@H]2C[C@H](C1)c1c(NS(=O)(=O)c3ccccc3)ccc(=O)n1C2 | -10.2% | -10.2% | -4.3% | -21.0% | ? | -25.6% | -1.2
COc1cccc(CNC(=O)C(C)(C)C2CCOCC2)c1OC | 3.9% | -12.5% | 17.9%[12.5 µM] | -0.5% | -15.8% | -17.8% | 5.3
CCN(CC)c1ccc(C(=O)NCc2nnc3cc(-c4nc(C(C)C)no4)ccn23)cc1 | i | 8.4% | -17.0% | i | -2.7% | 2.8% | 2.7
COc1ccc2cc(CNc3ccc(OC)c(OC)c3)c(=O)n(CC(=O)Nc3ccc(C)cc3)c2c1 | / | / | ? | / | / | 21.3% | 4.8
COc1cccc(N2C(=O)N[C@@H]3CCN(C(=O)c4cccs4)[C@@H]3C2=O)c1 | -1.2%[172 µM] | -1.9%[172 µM] | -1.3%[87.6 µM] | 2.5%[88.5 µM] | -11.6%[174 µM] | -13.7%[87.6 µM] | 4.2
O=C(CC1COCCN1C(=O)CCc1cccnc1)N1CCC(F)CC1 (stereo not given) | 1.1% | 8.6% | 2.2% | 0.9% | -3.9% | -15.8% | -3.0
C[C@]12C=CC(=O)C=C1CC[C@@H]1[C@@H]2[C@@H](O)C[C@@]2(C)[C@H]1CC[C@]2(O)C(=O)CO | / | / | 8.7%[23.9 µM] | i | / | 16.9%[25.6 µM] | 5.7
O=C(C[C@@H]1C(C(=O)O)=CO[C@@H](O[C@@H]2O[C@H](CO)[C@@H](O)[C@H](O)[C@H]2O)/C1=C\CO)OCCc1ccc(O)c(O)c1 | / | / | -12.7%[23.9 µM] | -0.9%[27.3 µM] | / | / | 3.4
COc1ccc(-c2nc(Cn3c(SCc4cccc(F)c4)nc4cccnc43)c(C)o2)cc1 | / | / | ? | / | / | -23.7% | -15.1
CN(c1ccccc1)c1cc(=O)c2ccnc(NCC3CCOCC3)c2o1 | ? | -12.2%[172 µM] | -8.9%[87.6 µM] | -0.7%[88.5 µM] | 8.91µM* | -6.6%[87.6 µM] | -22.0
COc1cccc(-n2c(=O)c3c(C)c(C(=O)N(C)C)sc3n(Cc3ccc(F)cc3Cl)c2=O)c1 | / | / | -10.4% | / | / | -12.8% | 32.9
CCOc1ccc(CNC(=O)CCS(=O)(=O)c2ccc3c(c2)oc(=O)n3C)cc1 | / | / | 10.0% | / | / | 221.6%[activator] | 41.5
c1cc(-c2nc3c([nH]2)CNCC3)c2cccnc2c1 | i | 0.6% | -3.7% | 3.9% | 3.5% | ? | 23.9
O=C(Cn1c(=O)nc(-c2ccccc2)c2cc(Cl)ccc21)N1CCN(c2ccccc2F)CC1 | / | / | 5.3% | / | / | 58.2%[activator] | -10.9
COCCN1CN=C(NS(=O)(=O)c2ccc(C)cc2)NC1 | / | / | -7.4% | / | / | -3.2% | -1.9
O=C1Nc2ccccc2O[C@H]2C[C@@H]1N(Cc1ccc3ccccc3n1)C2 | ? | -22.0%[172 µM] | -1.5%[87.6 µM] | i | -27.9%[174 µM] | 55.3%[activator][87.6 µM] | -2.7
Cc1nn(-c2ccccc2)c2c1C(C1CC1)N(C1CN(C(=O)Cc3cccc(Cl)c3)C1)C2=O (stereo not given) | 25.1µM* | / | / | / | ? | / | 13.6
COc1ccc(C)cc1NC(=O)CCC[C@@H]1[C@H]2CCCN3CCC[C@@H](CN1C)[C@@H]23 | -7.4% | -6.3% | 7.0% | 3.8% | 1.0% | 9.3% | 31.6
CNC(=O)c1cc2cc(-c3c(C)noc3C)nc(-c3ccccc3OC)c2o1 | ? | -0.3%[172 µM] | -1.3%[87.6 µM] | 0.2%[88.5 µM] | ? | 32.4%[activator][87.6 µM] | -14.0
O=C(Cn1nc2c(cc1=O)CCCC2)N1CCN(Cc2ccccc2Cl)CC1 | ? | 0.2% | ? | i | 28.2µM* | ? | 6.9
COc1ccccc1Nc1c2c(nc3ccc(NC(=O)/C=C/c4cccc(OC)c4OC)cc13)CCCC2 | / | / | ? | / | / | ? | -1.8
CCC(=O)N1CCC(N(C(=O)COC)C2CCOCC2)CC1 | 1.9% | 2.5% | 3.0% | i | ? | -10.3% | 5.3
O=C(NCCCc1ccccc1)c1nc2sccn2c1-c1cccnc1 | ? | / | 6.6% | i | ? | -2.4% | 3.5
COc1ccc(C(C(=O)O)N2CCN(C(=O)c3ccco3)CC2)c(OC)n1 (stereo not given) | 0.9% | -11.8% | 4.4% | ? | -1.1% | 1.5% | 9.9
O=C1Nc2ccccc2OCC12CCN(Cc1ccccc1)CC2 | ? | -4.0%[172 µM] | 9.3%[87.6 µM] | i | -20.1%[138 µM] | -7.3%[87.6 µM] | 7.6
Cc1cccc(C(=O)N2CCC3(CC2)OCC(C(=O)NC2CC2)N3C(=O)c2cccc(C)c2)c1 (stereo not given) | -19.2% | -8.4% | -12.6% | 0.0% | -34.6% | 25.2% | 6.6
CC(=O)c1ccc(NC(=O)Cn2ccn3nc4c(c3c2=O)CCCC4)cc1 | -1.5% | -0.8% | 2.4% | -2.2% | -2.1% | -12.7% | 16.3
O=C(c1nnn2cc(-c3ccc(F)cc3)[nH]c(=O)c12)N1CCCCC1 | 3.2% | -10.5% | 2.6% | i | -2.2% | 27.5% | 2.0
O=C1CCN(S(=O)(=O)c2ccccc2)CCCN(C(=O)CC2CCCCC2)CCN1 | -12.1% | 3.7% | 1.7% | i | -28.7% | -16.9% | -3.5
O=C(NC1CCN(c2ccc3nnc(-c4ccccc4)n3n2)C1)c1ccc(Cl)nc1 (stereo not given) | ? | / | / | / | ? | / | -0.3
Cc1ccc(-c2sc(C(=O)Nc3ccc(Br)cc3)cc2CC(=O)O)cc1 | / | / | 6.1% | / | / | -11.2% | 2.9
CCOC(=O)c1oc2c(c1C)-c1nn(Cc3ccccc3Cl)cc1CC2 | / | / | -10.8% | / | / | 11.3% | -15.7
N#CCNC(=O)[C@@H]1CCCN1c1ccnc2ccnn12 | -3.6%[172 µM] | / | / | / | 2.9%[138 µM] | / | -6.8
CC(C)NC(=O)[C@@H]1C[C@H](N)CN1S(=O)(=O)c1ccc2c(c1)OCCN2C | -23.4% | -0.9% | 7.9% | -19.7% | -5.2% | -2.2% | -0.6
Cc1cc(=O)n(CC(=O)Nc2cccc(Cl)c2C)c(N2CCOCC2)n1 | -11.6% | 12.7% | 3.6% | i | i | 1.1% | 1.4
O=C(NCC1CCCCC1)C1CCN(C(=O)c2ncn3c2COC(c2ccc(Cl)cc2)C3)CC1 (stereo not given) | -8.5% | ? | -5.9% | -2.4% | -28.3% | -17.9% | -1.1
COc1ccc(CN2C[C@H]3CN(Cc4ccc(C)cc4)CCN3C2=O)cc1 | ? | -4.1%[172 µM] | 0.5%[87.6 µM] | -4.3%[88.5 µM] | ? | ? | -1.5
C[C@H](O)c1onc(-c2ccccc2)c1C(=O)NC1CCCCC1 | -18.3%[172 µM] | 9.1%[172 µM] | -1.1%[87.6 µM] | 0.9%[88.5 µM] | -15.4%[138 µM] | 16.9%[87.6 µM] | -4.3

Entries of single compounds, quoted from the list. Screens in order: HEK293 tox	FLuc inh	HEK293 viab	GPT2 inhibitor	NIH3T3 tox	SNCA expr inh	IP6K1 inhibitor
Cc1cccc(C(=O)N2CCC3(CC2)OCC(C(=O)NC2CC2)N3C(=O)c2cccc(C)c2)c1 (stereo not given) as listed: -19.2%	-8.4%	-12.6%	0.0%	-34.6%	25.2%	6.6
O=C(NC1CCN(c2ccc3nnc(-c4ccccc4)n3n2)C1)c1ccc(Cl)nc1 (stereo not given) as listed: ?	/	/	/	?	/	-0.3
Cc1cc(=O)n(CC(=O)Nc2cccc(Cl)c2C)c(N2CCOCC2)n1 as listed: -11.6%	12.7%	3.6%	i	i	1.1%	1.4

Other compounds
SMILES | HEK293 tox | FLuc inh | HEK293 viab | GPT2 inhibitor | NIH3T3 tox | SNCA expr inh | IP6K1 inhibitor
CN(C)C(=O)c1cccc(-c2cc(F)c3nc(N)sc3c2)c1 | ? | ? | 2.0% | 2.2% | ? | 27.9% | 6.3
CCc1cccc(NC(=O)c2ccc(Cn3ccn4nc5c(c4c3=O)CCCC5)cc2)c1 | ? | -19.5% | -7.0% | -9.8% | -40.8% | -21.3% | 4.6
COc1ccc(-c2cc(C(F)(F)F)nc(SCC(=O)N3CCCCC3)n2)cc1OC | / | / | -13.3% | / | / | -19.3% | -3.2
Cn1cc(C(=O)N2C[C@@H](C(=O)O)[C@H](c3cccc(F)c3)C2)c(=O)[nH]c1=O | -28.0% | -0.7% | 2.5% | -23.9% | -16.0% | 20.8% | 5.7
CCCN(CC1CCOC1)S(=O)(=O)c1cc(F)ccc1F (stereo not given) | -18.0% | -12.1% | 0.6% | -9.3% | -19.2% | 1.2% | 6.3
Cc1ccc2c(c1)c1c(c(=O)n(Cc3ccccc3)c(=O)n1Cc1ccccc1F)n2C | / | / | -26.1% | / | / | 5.4% | 12.6
Cn1cccc1CN1CCC2(C1)NC(=O)c1ccccc1CO2 (stereo not given) | ? | -5.8%[172 µM] | -0.4%[87.6 µM] | -9.7%[88.5 µM] | -27.6%[138 µM] | 9.1%[87.6 µM] | 13.6
CCC(=O)N1CCCN(Cc2ccc3c(c2)OCO3)c2ccccc21 | 44.7µM* | -6.0% | -7.9% | i | ? | ? | -0.1
Cn1ncc2c(C(=O)NCc3cccc(F)c3)cc(-c3ccc(Cl)cc3Cl)nc21 | ? | / | ? | i | ? | -9.7% | 6.7
COC(=O)C1CCN(C(=O)CC[C@H]2CNC(=O)[C@@H]3[C@@H](CCN3Cc3cccc(Cl)c3)N2C)CC1 | -16.3% | -5.1% | -3.5% | -1.5% | -16.0% | 12.4% | -6.8

Some of the compounds tested; count on the stated rates, not on these rows.
